Screening data deposited in PubChem by National Center for Advancing Translational Sciences (NCATS).
PGK inhibitor – inhibitors of T. brucei phosphoglycerate kinase | 380,000 compounds, 0.043% hits | Potency, µM (top dose mostly 57.5 µM), for the others: top-dose activity change, negative = inhibition, most hits filed as inhibitors | PGK/GAPDH coupled, Kinase-Glo luminescence, 60 min | P07378; further: on the % scale 0 is the no-effect control and ±100 the full control effect; nearly all actives have a fitted effect of over 60% in size
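Luminescent ATP detection (Kinase-Glo Plus) follows a 60-minute room-temperature incubation, with wells lacking PGK as controls. Buffer: 100 mM TEA (pH 7.6), 5 mM MgCl2, 0.01% Tween-20. Coupling enzyme GAPDH (100 nM final) supplies unstable 1,3-BPG in-well.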
G9a inh – inhibitors of human histone lysine methyltransferase G9a | Q96KQ7 | G9a H3K9 monomethylation, AlphaScreen, 2 h | Potency, µM (top dose mostly 102 µM), for the others: at the highest dose activity, negative = inhibition, most hits filed as inhibitors | 350,000 compounds, 8.8% hits | AID 504332; further: on the % scale 0 is the no-effect control and ±100 the full control effect; nearly all actives have a fitted effect of over 75% in size
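Step 1: enzyme (final 20 nM) with compound, 15 min RT. Step 2: substrate peptide 500 nM and SAM 20 uM, 2 h RT. Step 3: anti-H3K9me1 antibody and AlphaScreen beads, 10 min, then plate read.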
BAZ2B inh – BAZ2B (human) inhibition. Q9UIF8. AlphaScreen BAZ2B-H3K14Ac peptide displacement. Potency, µM (doses to about 114 µM), inactives show top-dose activity change, negative = inhibition, actives largely listed as inhibitors. 360,000 compounds, 4.4% hits. AID 504333; further: on the % scale 0 is the no-effect control and ±100 the full control effect; nearly all actives have a fitted effect of over 60% in size
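BAZ2B (50 nM) with biotin-H3(5-23)K14Ac peptide (50 nM) in PBS pH 7.4, 0.01% Tween-20, preformed 30 min, then compound 30 min at room temperature; top concentration 110uM. AlphaScreen streptavidin donor/nickel chelate acceptor beads (10 ug/mL final), 20 min dark, signal read.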
Pol iota inh – DNA polymerase iota (human) inhibition | Q9UNA4 | Pol iota fluorescent replication assay, 10 min | Potency, µM (doses to about 115 µM), for the others: top-dose activity, negative = inhibition, actives largely listed as inhibitors | 390,000 compounds, 1% hits | AID 588590
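Pol iota at 10 nM preincubated 15 min with compounds at room temperature; reaction started with fluorescent substrate, 50 nM final. Fluorescence read kinetically at 0 and 10 min; buffer-only wells as negative control.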
JMJD2A Tudor – JMJD2A Tudor domain (human) inhibition. O75164. AlphaScreen JMJD2A-Tudor / H3K4me3 peptide binding. Potency, µM (series often up to 114 µM), for inactives: at the highest dose activity change, negative = inhibition, hits mostly inhibitors. 390,000 compounds, 4.4% hits; further: on the % scale 0 is the no-effect control and ±100 the full control effect; nearly all actives have a fitted effect of over 50% in size
GLS inhibitor – inhibitors of human glutaminase (GLS); O94925; GLS enzymatic activity, qHTS titration; Potency, µM (series often up to 45.5 µM), for inactives: top-dose activity change, negative = inhibition, most hits filed as inhibitors; 410,000 compounds, 0.21% hits; AID 624170; further: on the % scale 0 is the no-effect control and ±100 the full control effect
Target sequence (O94925 whole entry, looked up): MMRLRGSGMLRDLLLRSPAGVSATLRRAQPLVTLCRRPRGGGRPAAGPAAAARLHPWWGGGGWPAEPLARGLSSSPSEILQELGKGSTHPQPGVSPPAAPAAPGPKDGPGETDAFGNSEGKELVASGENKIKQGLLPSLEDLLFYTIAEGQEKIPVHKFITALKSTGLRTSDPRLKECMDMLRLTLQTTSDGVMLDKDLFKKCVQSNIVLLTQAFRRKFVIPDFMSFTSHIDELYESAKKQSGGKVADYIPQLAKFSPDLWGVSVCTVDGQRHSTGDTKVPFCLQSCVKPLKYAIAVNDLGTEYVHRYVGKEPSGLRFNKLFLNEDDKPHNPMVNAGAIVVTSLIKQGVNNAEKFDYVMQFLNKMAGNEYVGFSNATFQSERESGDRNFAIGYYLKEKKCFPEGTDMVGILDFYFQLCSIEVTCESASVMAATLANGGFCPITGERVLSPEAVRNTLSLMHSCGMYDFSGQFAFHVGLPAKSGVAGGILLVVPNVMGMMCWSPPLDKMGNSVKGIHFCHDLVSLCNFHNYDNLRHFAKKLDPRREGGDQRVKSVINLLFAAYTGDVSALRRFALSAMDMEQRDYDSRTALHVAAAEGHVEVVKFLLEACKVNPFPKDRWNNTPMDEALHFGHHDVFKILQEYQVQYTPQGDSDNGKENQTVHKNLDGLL
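Read-out is an Amplex red fluorescence increase coupled through glutamate oxidase and HRP, measured before and after 30 min room-temperature incubation. hKGA is in 45 mM KH2PO4 (pH 8.2) with 0.02% Tween-20; glutamine added as 1mM solution.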
HP1b chromo inh – blocks HP1-beta chromodomain binding to methylated histone tails; P83916; AlphaScreen HP1-beta / biotin-H3K9me3 peptide binding; Potency, µM (top dose mostly 114 µM), inactives show top-dose activity change, negative = inhibition, hits mostly inhibitors; 390,000 compounds, 0.56% hits; further: nearly all actives have a fitted effect of over 70% in size; inactives centre near 23
Target sequence (P83916 whole entry, looked up): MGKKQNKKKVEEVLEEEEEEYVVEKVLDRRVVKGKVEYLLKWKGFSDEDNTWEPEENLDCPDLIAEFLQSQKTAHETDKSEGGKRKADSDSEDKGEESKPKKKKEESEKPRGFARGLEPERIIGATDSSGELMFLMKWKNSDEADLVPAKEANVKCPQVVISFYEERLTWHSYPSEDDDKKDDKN
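HP1-beta protein (50 nM final) preincubated 30 min at room temperature with biotinylated H3(1-18)K9me3 peptide (50 nM) in PBS pH 7.4, 0.01% Tween-20, then compound added for 30 min. AlphaScreen streptavidin donor/nickel chelate acceptor beads (10 ug/mL final), 30 min dark, luminescence read.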
Pin1 inh – human Pin1 inhibition | Q13526 | Pin1 FP peptide displacement, HiFluor488, 10 min | Potency, µM (titrated, usually from 115 µM), without a hit: top-dose activity, negative = inhibition, usual class: inhibitors | 390,000 compounds, 0.009% hits | AID 504891; active means well fitted inhibition curve with a large enough effect in the polarisation, with a control signal flat, not every such curve was filed as active; inconclusive means small, poorly fitted or top-dose-only effect, or effect the other way, or a change in a side signal; inactive means no such curve, though single readings can be large or run the other way; the % refers to the polarisation; further: on the % scale 0 is the no-effect control and ±100 the full control effect
Target sequence (Q13526 whole entry, looked up): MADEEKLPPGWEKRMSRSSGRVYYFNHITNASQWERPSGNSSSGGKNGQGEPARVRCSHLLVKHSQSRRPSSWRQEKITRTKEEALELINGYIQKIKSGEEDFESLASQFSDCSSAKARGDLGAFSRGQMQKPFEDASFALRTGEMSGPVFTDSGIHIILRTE
BLM inh – Bloom syndrome helicase (human) inhibition. P54132. recombinant BLM DNA unwinding, fluorescence dequenching. Potency, µM (titrated, usually from 56.1 µM), without a hit: at the highest dose activity change, negative = inhibition, actives largely listed as inhibitors. 350,000 compounds, 0.2% hits;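 further: plate controls were vehicle for no effect and no enzyme for full effect; nearly all actives have a fitted effect of over 35% in size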
An asterisk follows results filed as active; i = inactive; ? = inconclusive; · = no result given; & = joins results of further samples; [ ] = another dose, or the depositor's remark. Unless noted, the call rests on the fitted dose curve; in most records, active means well fitted curve in the direction sought with a large enough effect; inconclusive means small, poorly fitted or top-dose-only effect, or another doubt; inactive means no such curve, though single readings can be large; an effect the other way counts as inactive or inconclusive. Potency means the concentration at half of the fitted maximal effect. An excerpt; rates above refer to the full screens.

PGK inhibitor | G9a inh | BAZ2B inh | Pol iota inh | JMJD2A Tudor | GLS inhibitor | HP1b chromo inh | Pin1 inh | BLM inh | SMILES
-2% | -12%[59 µM] | 7% | -8% | -23% | 9% | 9% | 0% | 3% | O=C(CSc1ccccc1)NCc1ccco1
i | 12%[59 µM] | 6% | 2% | -13% | -1% | 43%[activator] | -4% | 4% | CCOC(=O)C1=NN(C(=O)c2ccco2)C2(CC2)C1
-5% | -1%[59 µM] | -30% | 9% | -15% | 35%[activator] | 18% | -1% | -1% | COc1ccc(CNC(=O)Cn2nc(N3CCN(c4ccccc4)CC3)ccc2=O)c(OC)c1
-3% | 37%[59 µM] | 36% | 11% | -5% | -1% | 29% | -5% | 2% | O=C(CN1CCCCC1)Nc1cccc(Oc2ccccc2)c1
-5%[11.5 µM] | 24%[12.7 µM] | 41%[activator] | -26% | 12% | -4% | 87%[activator] | 20% | -14% | N#Cc1cc2c(nc1SCc1ccccc1)CCCC2=O
-3% | ? | -27% | 5% | -18% | 34%[activator] | 5% | 0% | -2% | CN(C)c1ccc(NC(=O)CN2CCN(c3ccc(F)cc3)CC2)cc1
i | -25%[12.7 µM] | -4% | 19% | -9% | 5% | 22% | -1% | -4% | CC(O)c1cc2c(cc1NC(=O)c1cnn3c1NC(c1ccco1)CC3C(F)(F)F)OCO2 (centres undefined)
-3% | 45% | 8% | 1% | 5% | 8% | 15% | 0% | -4% | O=C1CSC(c2ccc(F)c(F)c2)N1c1ccccc1F (centres undefined)
-3% | -1% | 10% | 14% | -15% | 1% | 28% | 1% | -18% | CN(Cc1cc2ccccc2[nH]c1=O)C(=O)c1cccs1
-3% | 8%[59 µM] | -38% | ? | -31% | -6% | 29% | 22% | -7% | Cc1cc(C)cc(NC(=O)Cn2nnc(C(=O)NCc3ccc4c(c3)OCO4)c2N)c1
-4% | -3%[59 µM] | -2% | 8% | -27% | · | 28% | 11% | -5% | CCOc1ccc(S(=O)(=O)Nc2ccc(S(=O)(=O)N3CCCCC3)cc2)cc1
-13% | -2%[59 µM] | 0%[57.1 µM] | -10% | -19% | -2% | -7% | 0% | -2% | CCc1ccc(NC(=O)Cn2cc(S(=O)(=O)N3CCCC3)c(S(=O)(=O)N3CCCC3)c2)cc1
-5% | -39%[12.7 µM] | -34% | 19% | -4% | 11% | 34% | 0% | 0% | CCOC(=O)C(NC(C)=O)(Nc1ccc(S(=O)(=O)Nc2onc(C)c2C)cc1)C(F)(F)F (centres undefined)
i | ? | -16% | 11% | -15% | -1% | 20% | 1% | -6% | CCNCc1ccc(OCc2ccccc2F)c(OC)c1
-7% | ? | 45µM* | 79µM* | 63µM* | 0% | -4% | 8% | -1% | Cc1oc(C)c2c(=O)cc(-c3ccc4c(c3)OCO4)cc(OC(=O)c3ccccc3Cl)c12
-4% | ? | -1% | -19% | 8% | 1% | 27% | 1% | 1% | O=C(COC(=O)c1cc2ccccc2cc1O)c1ccccc1
-4% | -6% | 1% | 31%[activator] | -3% | -1% | 27%[57 µM] | -1% | -11% | CCCS(=O)(=O)N1CCN=C1SCc1cccnc1
-10% | -24% | 8% | 21% | -21% | 6% | 0% | -1% | · | CC(C)(CNC(=O)CNC(=O)c1ccc(Cl)cc1Cl)N1CCOCC1
-3% | 12%[59 µM] | 2% | -7% | -7% | -7% | 19% | -6% | -8% | COC(=O)c1ccc(NC(=O)Nc2ccc(C)cc2)cc1
6% | 1% | -34% | 14% | -6% | 16% | 38% | 4% | -4% | C/C(=N\NC(=O)C(N)=O)c1ccc(OC(F)F)cc1
14% | -14% | -3% | 108%[activator] | -13% | -15% | 33% | 3% | -3% | COC(C(=O)N/N=C(\C)CC(=O)Nc1ccc(Cl)cc1C)c1ccccc1 (centres undefined)
-3% | 4%[59 µM] | -5% | 14% | -22% | 7% | 9% | -1% | 1% | CN(Cc1ccccc1)C(=O)c1ccc(Cl)c([N+](=O)[O-])c1
-8% | -18% | 8% | 19% | -3% | 45%[activator] | 31% | 0% | 0% | O=C(c1ccncc1)N1CCN(c2ccc(F)cc2)CC1
-3% | ? | -1% | -8% | -13% | -3% | 26% | -1% | -5% | C=Cn1cc[n+](CC(=O)c2ccc(OC)c(OC)c2)c1
-2% | 10µM* | -9% | 26% | 14µM* | 13% | ? | 2% | -2% | CC1CN(CCCOc2ccc([N+](=O)[O-])cc2)CC(C)O1 (centres undefined)
-4%[11.5 µM] | 0%[12.7 µM] | 5% | 2% | 4% | 6% | 9% | 1% | 0% | Cc1nc(SCC(=O)NCCc2ccc(Cl)cc2)nc(C)c1C
-8% | · | 2% | 24% | -7% | 1% | -4% | -4% | 2% | CCOc1ccccc1NC(=O)C(C)CC (centres undefined)
i | -38% | -8% | 96%[activator] | -15% | -1% | 41%[activator] | 0% | -9% | O=C(c1cc(Cl)nc2ccccc12)N1CCc2ccccc2C1
i | 0%[12.7 µM] | ? | 3% | ? | 6% | -11% | -12% | -3% | Cc1c(C(=O)N2CCC(C)CC2)c(S(=O)(=O)N2CCN(c3cccc(Cl)c3)CC2)c(C)n1C
5% | 13% | 3% | 33%[activator] | -8% | -3% | 51%[activator] | 5% | -1% | CC(C)N(C)C(=O)CCc1nnc(CCc2c[nH]c3ccccc23)o1
-2% | 45µM* | -11% | 13% | -5% | 5% | 25% | 8% | 0% | Cc1ccnc(SCC(=O)c2cc3ccccc3o2)n1
-1% | -5%[59 µM] | -33% | -6% | -8% | 2% | -8% | 6% | 2% | CCn1c(N)c(C(=O)NCc2cccnc2)sc1=S
-4% | · | · | 15% | -18% | 14% | 31% | -1% | · | COc1ccc(NC(=O)N(C)C[C@H]2Oc3ccc(NC(=O)C4CCCCC4)cc3C(=O)N([C@H](C)CO)C[C@@H]2C)cc1
-1% | -15%[59 µM] | ? | -3% | ? | -1% | ? | ? | -10% | CC1CCN(c2ccc(-c3nc(-c4ccccc4)no3)cc2[N+](=O)[O-])CC1
7% | -1%[59 µM] | 21% | -13% | 6% | -2% | 28% | -1% | 1% | O=S(=O)(Nc1ccc(F)cc1)N1CCOCC1
-12% | 3% | -3% | -9% | -16% | 3% | 36% | 19% | 0% | O=C(NCCc1c[nH]c2ccccc12)C1CCC(Cn2c(=S)[nH]c3ccccc3c2=O)CC1 (centres undefined)
· | 13µM* | · | 5%[58.9 µM] | · | 1% | · | · | -8% | Cc1[nH]c(=O)c(C#N)cc1-c1ccc2nccn2c1
i | 22µM* | -17% | 18% | -3% | 3% | 44%[activator] | -1% | -3% | CSc1nnc(-c2ccc(S(=O)(=O)N3CCOCC3)cc2)n1C
3% | ? | -18% | 30% | 3% | 14% | 49%[activator] | 3% | -1% | O=C(CCN1CCN(c2ccccc2)CC1)NNC(=S)Nc1ccccc1
-1% | -23%[59 µM] | -6% | 3% | -15% | 1% | -5% | 8% | 0% | COc1ccc(NC(=O)CSc2nc3c(c(=O)n2-c2ccc(F)cc2)SCC3)c(OC)c1
-6% | 13%[59 µM] | -5% | -26% | -3% | 0% | 22% | -1% | -2% | O=C(NC1CCCCC1)C1(c2ccccc2)CC1(Cl)Cl (centres undefined)
-3% | 4%[59 µM] | -4% | 9% | -18% | 1% | 26% | -2% | -11% | CC(C)NC(=O)C(=O)NCCN1CCN(C(=O)c2ccc(C(C)(C)C)cc2)CC1
-4% | -8% | -16% | -7% | -17% | -2% | 47%[activator] | 4% | -2% | CC1(CCc2ccccc2)NC(=O)N(CC(=O)Nc2ccc3c(c2)OCCO3)C1=O (centres undefined)
-7%&0% | 2% | -32% | 47%&7%[activator] | -20%&-11% | 8%&-13% | 13%&20% | -3%&-11% | -6%&-2% | CS(=O)(=O)N1CCc2cc(C(=O)N3CCN(c4cccc(Cl)c4)CC3)ccc21
-10% | -2%[2.33 µM] | ? | 157%[activator] | -27% | -1% | -3% | ? | -5% | COC(=O)c1[nH]c2c(c1C(=O)OC)CCc1ccccc1-2
-2% | · | 2% | -5% | -9% | 4% | 43%[activator] | -6% | 0% | COc1ccc(/C(C)=N/NC(=O)CNC(=O)Cc2ccccc2)c(OC)c1
-2% | -8% | -10% | ? | -24% | -13% | 21% | -14% | -2% | COc1ccc(-n2c(C)nc3c(cnn3-c3ccc(C)c(C)c3)c2=O)cc1
-2% | · | -3% | -9% | -6% | 3% | 32% | ? | 3% | COc1ccc(/C=C(/NC(C)=O)C(=O)O)cc1
i | 37% | 21% | 105%[activator] | -4% | -5% | 3% | 10% | 1% | O=C1c2ccccc2NC(c2ccccc2)N1CCCN1CCOCC1 (centres undefined)
-4% | 10%[0.501 µM] | 0% | -11% | -18% | 0% | 20% | 0% | · | COc1cccc(-c2ncc3ccccc3c2COC(=O)N(C)C)c1
1% | -32%[59 µM] | · | -23% | ? | 4% | -2% | -10% | 1% | Cc1cccc(N(C)C(=O)C(Cc2ccccc2)NS(=O)(=O)c2cccc3nsnc23)c1 (centres undefined)
-11% | ? | 7.9µM* | -8% | ? | 0% | -8% | ? | -9% | O=C(NNc1c2ccccc2nc2ccccc12)c1ccccc1O
10% | 22µM* | ? | 9% | ? | 8% | 12% | 9% | -3% | NNc1nc(-c2ccccc2)cs1
-3% | -2%[59 µM] | -32% | -9% | -18% | 0% | 16% | 6% | -6% | COc1ccccc1CNC(=O)CCn1c(=O)c2ccccc2n(CC(=O)Nc2ccc(C)cc2Cl)c1=O
-3% | 15% | -18% | 36%[activator] | 4% | -5% | 31% | -11% | -1% | c1ccc(-c2nccnc2-c2ccccc2)cc1
-8% | · | · | 46% | -13% | 0% | 32% | 2% | · | CN1C[C@@H]2[C@@H]3C(=O)N(Cc4ccccc4)C(=O)[C@@H]3[C@](Cc3ccccc3)(C1=O)N2C(=O)c1ccc(F)cc1
